High-throughput results (PubChem BioAssay)
TDP2 inh: TDP2 (human) inhibition, absorbance primary screen. recombinant TDP2, T5PNP hydrolysis, p-nitrophenol absorbance 415 nm. inhibition, % at 12.8 µM. hit rate 0.34% among 370,000. AID 720702;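 active means inhibition above the mean of all tested compounds plus 3 SD, set per campaign, cut at about 25% in these data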;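 further: 0% = DMSO with enzyme and 100% = buffer with substrate but no TDP2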
Target sequence (O95551 whole entry, looked up): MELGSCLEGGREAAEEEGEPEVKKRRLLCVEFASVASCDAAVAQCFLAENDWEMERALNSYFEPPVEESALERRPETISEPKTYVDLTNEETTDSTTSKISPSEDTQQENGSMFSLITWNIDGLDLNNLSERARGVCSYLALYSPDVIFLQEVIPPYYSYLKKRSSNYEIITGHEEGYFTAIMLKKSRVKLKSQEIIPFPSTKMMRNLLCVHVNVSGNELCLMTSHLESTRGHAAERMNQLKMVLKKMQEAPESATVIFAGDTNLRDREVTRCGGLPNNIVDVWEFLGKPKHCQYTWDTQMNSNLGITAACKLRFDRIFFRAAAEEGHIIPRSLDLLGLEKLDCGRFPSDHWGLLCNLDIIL
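test system = human TDP2 enzyme | input = TDP2 enzyme at 120 nM final | medium = 50 mM Tris-HCl pH 7.5 with Mg2+, KCl, DTT, BSA | also added = T5PNP substrate, 5 mM | times = 2 h at 37 °C | technique = epi absorbance | benchmarks = high control without enzyme, low control DMSO plus TDP2 | replication = each compound tested once, singlicate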
HTRA1 inh: inhibitors of human serine peptidase HTRA1; Q92743; recombinant HTRA1, FP-rhodamine activity-based probe, fluorescence polarization; inhibition, % at 5.96 µM; hit rate 0.5% among 340,000; AID 504803; in the data active means inhibition above about 36%;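 further: 0% = enzyme with DMSO and 100% = wells lacking enzyme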
PG9 Ab binder: small molecules binding HIV-1 gp120 antibody PG9. TR-FRET gp120-PG9 antibody binding. inhibition, % at 6.7 µM. hit rate 0.43% among 360,000. AID 624416; in the data active means inhibition above about 8.5%
TCR-CD3 inh: blocks the human TCR-CD3 interaction; hit rate 0.37% among 360,000; TAMRA-labeled TCR probe fluorescence, biochemical; inhibition, % at 9.4 µM; in the data active means inhibition above about 19%;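 further: recombinant mutant TCR 2C K166C tagged with TAMRA read by polarization; 0% = receptor in buffer alone and 100% = receptor with positive control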
UHRF1 binding: human UHRF1 methylated DNA binding inhibitors; UHRF1 binding to methylated oligo, TR-FRET; inhibition, % at 4.4 µM; hit rate 0.75% among 370,000; AID 687016; in the data active means inhibition above about 21%;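 further: UHRF1 SRA domain binding a hemimethylated CpG hairpin DNA probe; 0% = median of test compound wells and 100% = reference inhibitor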
ABHD4 inh: inhibitors of mouse ABHD4. Q8VD66. purified mABHD4, FP-Rh probe fluorescence polarization. inhibition, % at 8.92 µM. hit rate 0.54% among 370,000. AID 720543;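 active means inhibition exceeding the mean over every tested compound plus 3 SD, cut at about 30% in these data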;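 further: 0% = plate median of compound wells and 100% = S159A mutant with DMSO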
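System: mouse ABHD4 enzyme, wild type / Medium: HEPES pH 7.0, NaCl, Pluronic buffer / Reagent: FP-Rh activity-based fluorescent probe / Control set: S159A mutant high control, sample median low control / Detection: fluorescence polarization with parallel and perpendicular emission, 525/598 nm / Schedule: 45 min + 60 min at 25 °C / Compound dosing: 8.92 µM, single dose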
PRMT1 FP inh: blocks human protein arginine methyltransferase 1; Q99873; recombinant PRMT1, activity-based probe fluorescence polarization; inhibition, % at 2.79 µM; hit rate 1.3% among 370,000;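 active means inhibition above about 21% made by adding two undisclosed values, limit read from the data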
LEDGF integ inh: blocks HIV-1 LEDGF/p75-dependent DNA integration; inhibition, % at 3.7 µM; AID 743269; TR-FRET IN-LEDGF/p75 DNA integration, Eu/Cy5; hit rate 0.64% among 370,000;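 active means inhibition above the screen-wide mean plus 3 SD, cut at about 13% in these data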;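 further: signal is the Cy5 over europium emission ratio at 671 and 618 nm; 0% = plate median of compound wells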
SIAE inh: human SIAE inhibition, primary screen. Q9HAT2. SIAE FP-Rh probe binding, fluorescence polarization. inhibition, % at 9.66 µM. hit rate 0.69% among 370,000. AID 1053197;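 active means inhibition above a cutoff: mean of compounds within the control limits plus 3 SD of those, cut at about 17% in these data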;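 further: 0% = plate median of compound wells and 100% = probe without SIAE protein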
DDE Tn7 FP inh: inhibitors of Tn7 peptide binding to human fibrin DD(E); FP displacement of FITC-Tn7 peptide from fibrin DD(E); 0% = median of compound wells per plate; hit rate 0.13% among 370,000; P02675; AID 720508; inhibition, % at 8.3 µM;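 active means inhibition above the mean of compounds falling within the control limits plus 3 SD of them, cut at about 14% in these data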;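 further: 0% = plate median of compound wells and 100% = 10 µM Aha-Tn7 peptide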
Target sequence (P02675 whole entry, looked up): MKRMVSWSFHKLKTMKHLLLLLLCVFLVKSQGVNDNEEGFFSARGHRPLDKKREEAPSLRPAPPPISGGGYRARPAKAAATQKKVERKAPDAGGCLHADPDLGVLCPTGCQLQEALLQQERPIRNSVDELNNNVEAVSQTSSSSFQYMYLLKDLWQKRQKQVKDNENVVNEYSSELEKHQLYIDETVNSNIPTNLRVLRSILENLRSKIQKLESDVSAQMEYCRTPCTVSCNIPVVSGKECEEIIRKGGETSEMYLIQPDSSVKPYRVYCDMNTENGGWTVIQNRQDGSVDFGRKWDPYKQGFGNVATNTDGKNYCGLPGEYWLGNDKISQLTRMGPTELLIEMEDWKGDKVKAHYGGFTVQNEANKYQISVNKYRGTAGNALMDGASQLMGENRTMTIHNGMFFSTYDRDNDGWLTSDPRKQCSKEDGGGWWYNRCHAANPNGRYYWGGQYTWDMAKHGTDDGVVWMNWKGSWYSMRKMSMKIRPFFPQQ
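Also added: labelled Tn7 tracer, 0.1 µM; Assay system: human fibrin DD(E) protein; Amount: 2 µM fibrin DD(E); Schedule: 10 min compound pre-incubation, 3 h probe incubation at room temperature; Repeats: one replicate per compound; Read-out basis: percent inhibition; Measured by: fluorescence polarization of the labelled Tn7 tracer.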
* marks the source's active call; other numbers are inactive results; . = no result given.

SMILES	TDP2 inh	HTRA1 inh	PG9 Ab binder	TCR-CD3 inh	UHRF1 binding	ABHD4 inh	PRMT1 FP inh	LEDGF integ inh	SIAE inh	DDE Tn7 FP inh
Cc1cc(C)nc(Nc2ccc(N3CCCC3)cc2)n1	-5	40*	-17	5	-2	18	4	1	1	-1
c1ccc(-n2nc3ccccc3n2)cc1	-10	-3	0.0	-1	7	-11	5	0	-4	6
C#CCNC(=O)C1=C[C@H](c2csc3ccccc23)[C@@H](CCCO)[C@H](OCC)O1	0	-11	-0.6	-2	6	-13	3	4	-6	3
NC(=O)NC(=O)COC(=O)/C=C/c1cccs1	4	5	1.5	-5	6	4	2	-3	2	1
CCCc1c(-c2ccc(F)cc2)ncn1CCc1ccccc1OC	-11	.	-0.8	-2	-2	-2	1	1	-6	6
CN(Cc1ccccc1)C(=O)COC(=O)c1cc(-c2ccc(Cl)s2)nc2ccccc12	-2	-53	0.1	8	-4	-21	-3	-2	-9	-1
Cc1ccc(C(=O)CSc2ncn[nH]2)cc1	2	2	-1.4	4	-1	-3	4	5	7	-1
CCN(CC)CC(O)Cn1c(-c2ccccc2Cl)nc2ccccc21 (centres undefined)	-4	.	-1.2	-2	1	1	0	3	3	3
CCn1nnc2cc(C(=O)O)ccc21	0	6	0.3	3	2	-2	-4	5	0	-2
CCN1c2ccccc2-c2nc3ccccc3n2C1c1cccs1 (centres undefined)	6	-63	-1.6	5	0	-12	0	-2	-2	3
Cc1c(Cl)cccc1NC(CC(=O)c1ccccc1)C(=O)OCC(=O)c1cccs1 (centres undefined)	-4	-28	0.3	-1	5	-11	63*	0	-12	-5
CC(=O)C[C@@H]1OC[C@H](Cc2ccccc2)N1S(=O)(=O)c1ccc(C)cc1	-3	.	1.4	3	9	4	-2	7	5	-4
COC(=O)c1cccc(NC(=S)Nc2ccccc2Cl)c1	2	11	-1.1	-3	-1	1	-1	3	11	-2
Cc1cc(N/C=C(\C#N)S(=O)(=O)c2ccccc2Cl)nc(C)n1	7	3	1.7	-6	-1	3	6	-3	6	8
CCc1nc2ccc(C(=O)N3CCN(c4ccc(Cl)cc4)CC3)cc2nc1CC	-17	-17	-1.6	-3	0	1	3	-3	0	-4

Continued, starting with the last 2 of the part before.
SMILES	TDP2 inh	HTRA1 inh	PG9 Ab binder	TCR-CD3 inh	UHRF1 binding	ABHD4 inh	PRMT1 FP inh	LEDGF integ inh	SIAE inh	DDE Tn7 FP inh
Cc1cc(N/C=C(\C#N)S(=O)(=O)c2ccccc2Cl)nc(C)n1	7	3	1.7	-6	-1	3	6	-3	6	8
CCc1nc2ccc(C(=O)N3CCN(c4ccc(Cl)cc4)CC3)cc2nc1CC	-17	-17	-1.6	-3	0	1	3	-3	0	-4
Cc1cc2nc(-c3cccc(Cl)c3)c(CC3CCCCC3)n2c(C)c1Br	2	.	1.1	-9	11	-4	-4	2	6	-2
Cc1cc(=O)[nH]c(N/N=C/c2ccc(-c3ccc(F)cc3)o2)n1	-8	10	-5.9	-3	-4	7	-3	1	7	-3
COc1ccc(OC)c(NC(=O)C2CCCN2C(=O)OCc2ccccc2)c1 (centres undefined)	3	-8	0.3	-4	-2	-3	0	5	3	2
COc1ccc(C(c2sc3nc(C)nn3c2O)N2CCc3ccccc3C2)cc1 (centres undefined)	-3	-7	-0.9	2	1	3	16	-2	3	5
COc1ccc(S(=O)(=O)N(CCc2ccccc2)CC(=O)O)cc1	4	2	-2.5	1	0	4	0	2	1	3
O=C1C=CCC(/C=C/c2ccccc2)O1 (centres undefined)	-9	.	-0.7	-3	0	3	-1	0	-4	-6
Cn1c(=O)c2c3c(sc2n2c(SCC(N)=O)nnc12)CC(C(C)(C)C)CC3 (centres undefined)	-2	-4	-2.4	-1	0	5	0	1	-4	0
CCN(Cc1ccccc1)S(=O)(=O)c1c(C)[nH]c(C)c1C(=O)N1CCCCC1	6	1	-3.0	-1	0	5	3	-1	0	0
COCCCn1c(C(=O)N2CCOCC2)cc2c(=O)n3ccccc3nc21	17	7	2.6	1	-5	-3	1	0	-7	-4
O=C(Nc1ccc(N2CCOCC2)c(Cl)c1)c1ccc(-n2cnnc2)cc1	1	1	-0.2	9	-2	-2	-4	2	7	7
O=C(COC(=O)c1ccc2c(c1)OCCO2)NCc1ccccc1	2	-5	1.4	3	0	3	2	0	1	-4
O=C(O)CCCc1ccccc1	-7	3	-0.6	0	0	1	-3	1	3	-4
C[C@@H]1COC(=O)[C@H](Cc2ccc(F)cc2)CC/C=C/C[C@@H](CC(=O)N[C@@H](CO)Cc2ccccc2)C(=O)N1	5	-7	0.7	-2	-2	6	3	-1	4	0
NNC(=O)CC12CC3CC(C1)CC(n1ncnn1)(C3)C2	-9	-3	-1.0	8	-3	-1	-4	-3	-2	0
Oc1ccc(/C=N/N=C(c2ccccc2)c2ccccc2)c(O)c1O	-4	66*	1.3	35*	-1	42*	12	41*	20*	0

Some of the entries above, set out differently:
SMILES,TDP2 inh,HTRA1 inh,PG9 Ab binder,TCR-CD3 inh,UHRF1 binding,ABHD4 inh,PRMT1 FP inh,LEDGF integ inh,SIAE inh,DDE Tn7 FP inh
COc1ccc(C(c2sc3nc(C)nn3c2O)N2CCc3ccccc3C2)cc1 (centres undefined),-3,-7,-0.9,2,1,3,16,-2,3,5
COc1ccc(S(=O)(=O)N(CCc2ccccc2)CC(=O)O)cc1,4,2,-2.5,1,0,4,0,2,1,3

The main list resumes with the three entries that preceded the break.
SMILES	TDP2 inh	HTRA1 inh	PG9 Ab binder	TCR-CD3 inh	UHRF1 binding	ABHD4 inh	PRMT1 FP inh	LEDGF integ inh	SIAE inh	DDE Tn7 FP inh
C[C@@H]1COC(=O)[C@H](Cc2ccc(F)cc2)CC/C=C/C[C@@H](CC(=O)N[C@@H](CO)Cc2ccccc2)C(=O)N1	5	-7	0.7	-2	-2	6	3	-1	4	0
NNC(=O)CC12CC3CC(C1)CC(n1ncnn1)(C3)C2	-9	-3	-1.0	8	-3	-1	-4	-3	-2	0
Oc1ccc(/C=N/N=C(c2ccccc2)c2ccccc2)c(O)c1O	-4	66*	1.3	35*	-1	42*	12	41*	20*	0
O=C(CC1NCCNC1=O)Nc1ccc(Oc2ccccc2)cc1 (centres undefined)	-19	-1	-2.3	-4	3	-2	0	9	1	0
COc1ccccc1C(CNc1ncccc1[N+](=O)[O-])N(C)C (centres undefined)	-4	5	0.8	3	-1	14	9	-9	7	-6
O=C1CCN(Cc2cccnc2)CCN1[C@H](CO)c1ccccc1	4	-3	0.7	8	0	1	1	1	6	2
CN(C)CCOCCSc1ccc(Cl)cc1	-2	-2	-2.4	6	-1	2	-1	1	2	2
COc1ccc(S(=O)(=O)NCC2CCCN(C(=O)CC3CCCC3)C2)cc1 (centres undefined)	7	-3	-0.2	4	-1	2	2	3	-1	8
O=C(O)c1cccnc1Sc1ncnc2sc3c(c12)CCC3	9	10	1.7	6	-2	6	0	1	3	-1
CCNS(=O)(=O)c1ccc(NC(=O)Nc2cc(C)ccc2OC)cc1	-10	-7	-2.1	1	-1	-10	2	-1	-4	-3
CC1(c2ccccc2)CC(c2ccccc2)=C(C#N)C(=O)N1 (centres undefined)	-2	1	1.9	3	-2	-10	4	0	-4	3
O=C(NCc1ccc(F)cc1)c1cccc(NC2=NC3CS(=O)(=O)CC3S2)c1 (centres undefined)	-7	6	-0.3	1	0	0	-3	1	1	-2
COc1cc(NS(=O)(=O)c2ccc3c(c2)oc(=O)n3C)cc(OC)c1OC	7	1	0.6	3	1	8	-2	0	4	-3
CC(C)C(NC(=O)[C@H](Cc1ccccc1)NC(=O)OCc1ccccc1)P(=O)(O)OC(Cc1ccccc1)C(=O)O (some centres undefined)	1	.	.	.	6	6	4	7	12	5
CS(=O)(=O)N1CCc2cc(C(=O)OCC(=O)c3ccccc3)ccc21	10	-1	1.7	11	-2	-1	-2	2	2	8
CCC1(CC)NC(=O)N(CC(=O)NCc2ccc3c(c2)OCO3)C1=O	3	0	1.6	1	0	4	1	1	4	-2
Cc1c(C(=O)NC(=S)Nc2cccnc2)cccc1[N+](=O)[O-]	0	2	0.2	6	0	-2	-2	0	-2	1
O=C(/C=C/c1ccc2c(c1)OCCO2)c1ccc(O)cc1	-11	-11	-0.4	-6	-1	-6	4	-1	-14	3

TCR-CD3 inh, hit marks shown above.
SMILES	TDP2 inh	HTRA1 inh	PG9 Ab binder	TCR-CD3 inh	UHRF1 binding	ABHD4 inh	PRMT1 FP inh	LEDGF integ inh	SIAE inh	DDE Tn7 FP inh
Oc1ccc(/C=N/N=C(c2ccccc2)c2ccccc2)c(O)c1O	-4	66*	1.3	35*	-1	42*	12	41*	20*	0

(more compounds)
SMILES	TDP2 inh	HTRA1 inh	PG9 Ab binder	TCR-CD3 inh	UHRF1 binding	ABHD4 inh	PRMT1 FP inh	LEDGF integ inh	SIAE inh	DDE Tn7 FP inh
Oc1ccc2ccccc2c1/C=N/c1nccs1	-1	29	1.0	8	0	6	1	-1	6	-2
CC(C)(C)NC(=O)COC(=O)C1c2ccccc2Oc2ccccc21	-11	0	0.7	-5	0	-1	-1	3	6	-10
CC(=O)Nc1ccc(NC(=O)/C(=C/c2ccco2)NC(=O)c2ccccc2)cc1	9	3	-0.7	-3	2	2	-1	-1	-3	-7
C=CCn1c(Sc2nnc(C)s2)nc2c1c(=O)[nH]c(=O)n2C	-7	-3	-1.1	2	0	1	-2	2	3	0
COc1ccccc1N1CCN(Cc2c[nH]c3ccccc23)CC1	9	.	-2.4	-1	2	2	-1	-2	-2	1
COc1ccccc1OCCCc1c(C)n[nH]c1C	-3	1	-0.8	0	8	0	0	5	11	3
CC1(c2ccc3c(c2)OCCO3)NC(=O)N(CC(=O)Nc2ccccc2)C1=O (centres undefined)	-2	-2	-1.5	-5	-1	-9	4	4	7	1
O=C(Nc1cnccn1)c1cccs1	-9	1	-1.2	-11	1	-3	3	6	4	-3
CCOC(=O)c1cccc(NS(=O)(=O)c2c(C)[nH]c(=O)[nH]c2=O)c1	5	1	0.5	9	1	2	2	-3	-1	5
COc1ccc(CC(=O)N/N=C(\C)c2cccs2)cc1OC	12	10	-0.1	3	-2	3	0	0	5	2
